GAA inh: inhibitors of human lysosomal alpha-glucosidase | AID 1466 | Potency, µM (series often up to 76.9 µM), for inactives: at the top dose activity change, negative = inhibition, most hits filed as inhibitors | 200,000 compounds, 0.005% hits | purified human GAA, 4-MU-alpha-glucoside fluorescence;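 further: plate controls were uninhibited enzyme wells for no effect and no-enzyme background for full effect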
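Fluorescence at Ex 365/Em 440 nm from 4-methylumbelliferone reported enzyme activity after 20 min at room temperature. Reactions used 4 nM enzyme and 400 uM substrate at pH 5.0; curves fitted with the Hill equation.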
aGlu spleen mod: inhibits or activates alpha-glucosidase in human spleen homogenate. human spleen homogenate, 4-MU-alpha-glucoside fluorescence. Potency, µM (top dose mostly 79.9 µM), without a hit: at the highest dose activity change, negative = inhibition, most hits filed as inhibitors. 240,000 compounds, 0.006% hits. AID 2112;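 further: 0% = enzyme with vehicle and -100% = no enzyme basal signal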
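Enzyme source: human spleen homogenate, 1 ug/well. Buffer 50 mM citric acid/K phosphate pH 5.0, 0.01% Tween-20. 4-MU-alpha-glucoside 1 mM; 37 C x 40 min; NaOH/glycine stop; fluorescence.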
Tau FP inhib: blocks human tau fibril formation measured by polarization. Potency, µM (doses to about 57.7 µM), for inactives: at the top dose activity, negative = inhibition, most hits filed as inhibitors. P10636. 280,000 compounds, 0.39% hits. K18 P301L tau heparin fibrillization, Alexa594 FP, 6 h; further: on the % scale 0 is the no-effect control and ±100 the full control effect; nearly all actives have a fitted effect of over 55% in size
Target sequence (P10636 561-689 P618L limits assumed): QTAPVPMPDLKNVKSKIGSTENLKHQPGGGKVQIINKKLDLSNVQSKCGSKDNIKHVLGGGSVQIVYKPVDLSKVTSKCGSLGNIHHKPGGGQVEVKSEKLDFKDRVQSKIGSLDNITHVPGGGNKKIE
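Human tau K18 […] P301L fragment, 15 uM unlabeled plus 0.24 uM Alexa 594-labeled tau (final), with compound and 20 uM heparin in 100 mM sodium acetate pH 7; 6 hr at 37 C, then Alexa 594 FP read.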
HTT ATP protect: Huntington cell model cytoprotection by ATP luminescence. Potency, µM (series often up to 56.4 µM), for inactives: cytoprotection (ATP increase), hits mostly activators. PC12 HTT-Q103 induced, cytoprotection, ATP luminescence, 40 h. 230,000 compounds, 0.14% hits;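 further: % of control where 0% means no effect; nearly all actives have a fitted effect of over 45% in size; toxic huntingtin expression switched on by the ecdysone agonist tebufenozide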
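Compounds were screened for protection of PC12 cells against cell death after tebufenozide induction (100 nM final) of mutant Huntingtin exon 1 (Q103) fused to GFP.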
GAA glycogen: alters human alpha-glucosidase cleavage of glycogen; Potency, µM (doses to about 76.4 µM), inactives show top-dose activity change, negative = inhibition, usual class: inhibitors; recombinant GAA, glycogen substrate, Amplex Red glucose oxidase fluorescence; P10253; 300,000 compounds, 0.38% hits; AID 2100;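 further: 0% = full enzyme reaction and -100% = no-enzyme basal signal; the screen sought inhibitors and activators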
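Recombinant human alpha-glucosidase (4 nM final) hydrolysed bovine liver glycogen (30 ug) for 40 min at 37 C in pH 5.0 citrate/phosphate with 0.01% Tween-20. Released glucose detected by glucose oxidase/Amplex Red, Ex 573/Em 610 nm. Compounds up to 77 uM; AC50 from Hill fits.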
Tau fluor cs: counter-screen for tau fibril formation inhibitors; tau K18 P301L Alexa594 fluorescence, heparin fibrillization; Potency, µM (doses to about 57.7 µM), for the others: at the highest dose activity change, negative = decrease; 280,000 compounds, 0.93% hits; further: on the % scale 0 is the no-effect control and ±100 the full control effect; nearly all actives have a fitted effect of over 55% in size
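Human tau K18 P301L (15 uM unlabeled, 0.24 uM Alexa 594-labeled) in 100 mM sodium acetate pH 7 with 20 uM heparin, 6 hr at 37 C. ThT 30 uM added, 1 hr ambient; Alexa 594 FP and total fluorescence read at 555/632 nm.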
GLA spleen mod: alpha-galactosidase A (human) modulation. human spleen homogenate, 4MU-alpha-Gal fluorescence, 40 min. Potency, µM (titrated, usually from 80 µM), for inactives: at the highest dose activity change, negative = inhibition, most hits filed as inhibitors. 240,000 compounds, 0.008% hits;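 further: 0% = enzyme with vehicle and -100% = no enzyme basal signal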
Target sequence (P06280 32-429 limits assumed): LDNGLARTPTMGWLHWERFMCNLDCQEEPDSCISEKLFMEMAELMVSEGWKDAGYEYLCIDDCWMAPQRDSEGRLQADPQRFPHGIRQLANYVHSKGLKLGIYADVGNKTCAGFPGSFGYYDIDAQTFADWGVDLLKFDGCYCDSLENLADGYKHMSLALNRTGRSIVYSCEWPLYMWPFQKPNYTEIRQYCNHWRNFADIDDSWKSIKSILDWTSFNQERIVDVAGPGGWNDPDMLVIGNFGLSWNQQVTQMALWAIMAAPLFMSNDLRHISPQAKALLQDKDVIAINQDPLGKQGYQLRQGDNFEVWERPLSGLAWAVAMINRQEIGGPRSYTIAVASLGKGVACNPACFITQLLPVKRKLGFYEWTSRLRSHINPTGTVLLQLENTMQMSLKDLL
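Human spleen homogenate (1 ug) as enzyme source, 4-methylumbelliferyl-alpha-D-galactopyranoside 1 mM final, citrate/phosphate pH 5.0 with 0.01% Tween-20. Compounds 40 min at 37C, NaOH/glycine stop; fluorescence Ex 365/Em 440, Hill-fit AC50.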
Tau ThT inhib: inhibitors of human tau fibril formation, thioflavin T binding; recombinant tau K18 P301L (four-repeat tau fragment), heparin-induced fibrillization, ThT fluorescence; Potency, µM (titrated, usually from 57.4 µM), without a hit: at the highest dose activity, negative = inhibition, most hits filed as inhibitors; 270,000 compounds, 2.1% hits; AID 1460; further: on the % scale 0 is the no-effect control and ±100 the full control effect; nearly all actives have a fitted effect of over 55% in size
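Heparin-induced fibrillization of the P301L-mutant K18 repeat-domain fragment of human tau was followed by ThT binding in quantitative high-throughput format.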
The depositor's hits bear a star; ? = inconclusive; . = no result given; & = joins results of further samples; [ ] = another dose, or the depositor's remark. The call rests on the fitted dose curve; in most records, active means well fitted curve in the direction sought with a large enough effect; inconclusive means small, poorly fitted or top-dose-only effect, or another doubt; inactive means no such curve, though single readings can be large; an effect the other way counts as inactive or inconclusive. Potency means the concentration at half of the fitted maximal effect.

Start of the data: the first three records (preview)
Field names – A = GAA inh; B = aGlu spleen mod; C = Tau FP inhib; D = HTT ATP protect; E = GAA glycogen; F = Tau fluor cs; G = GLA spleen mod; H = Tau ThT inhib
> COc1ccc(CC(=O)O)cc1O
  A: .	B: -1%	C: 6%	D: 12%[10 µM]	E: ?	F: 3%	G: 1%	H: 3%

> C=CCNC(=S)NNC(=O)c1cccnc1
  A: .	B: 0%	C: -2%	D: 32%[10 µM]	E: ?	F: -4%	G: 2%	H: -8%

> COc1ccc(C(=S)N2CCN(c3cccc(Cl)c3)CC2)c(OC)c1
  A: -6%	B: 2%	C: -9%	D: .	E: 9%	F: -22%	G: -7%	H: -13%

The whole of this part, from the first entry:
Field names – A = GAA inh; B = aGlu spleen mod; C = Tau FP inhib; D = HTT ATP protect; E = GAA glycogen; F = Tau fluor cs; G = GLA spleen mod; H = Tau ThT inhib
> COc1ccc(CC(=O)O)cc1O
  A: .	B: -1%	C: 6%	D: 12%[10 µM]	E: ?	F: 3%	G: 1%	H: 3%

> C=CCNC(=S)NNC(=O)c1cccnc1
  A: .	B: 0%	C: -2%	D: 32%[10 µM]	E: ?	F: -4%	G: 2%	H: -8%

> COc1ccc(C(=S)N2CCN(c3cccc(Cl)c3)CC2)c(OC)c1
  A: -6%	B: 2%	C: -9%	D: .	E: 9%	F: -22%	G: -7%	H: -13%

> Cc1ccc(SCc2[nH]nc3c2C2(C(=O)Nc4ccc(F)cc42)C(C#N)=C(N)O3)cc1 (stereo not drawn)
  A: -4%	B: -20%	C: 2%	D: 3%	E: -2%	F: -18%	G: -3%	H: -21%

> Cc1ccc(-c2nc(-c3cccnc3)no2)c(C)c1
  A: 4%	B: -10%	C: 7%	D: -69%[inhibitor]	E: 1%	F: -10%	G: -16%	H: ?

> O=c1c(/C=N/OCc2ccc(Cl)cc2Cl)c[nH]n1-c1cccc(Cl)n1
  A: -8%	B: .	C: 10%	D: -101%[inhibitor]	E: -4%	F: -15%	G: 5%	H: ?

> CCOC(=O)CCn1nc(-c2ccc(Cl)cc2)cc1N
  A: 5%	B: -2%	C: 1%	D: -1%	E: -9%	F: -22%	G: 6%	H: -20%

> Oc1ccccc1/C=N/n1c2ccccc2c2ccccc21
  A: 1%	B: -2%	C: -15%	D: -43%[inhibitor]	E: -3%	F: -17%	G: -4%	H: -4%

> O=C(CSC1CCCCC1)N1CCN(c2ccccc2)CC1
  A: 12%	B: -7%	C: 12%	D: 8%	E: -8%	F: -6%	G: 4%	H: -14%

> C=C(Cl)COC(=O)[C@H]1C2C=CC(C2)C1C(=O)O (stereo partly drawn)
  A: -3%	B: 1%	C: -14%	D: -17%[0.074 µM]	E: -6%	F: -8%	G: 2%	H: -15%

> COC(=O)c1ccc([C@H]2C=C(C(=O)O)O[C@@H](OCc3ccc(CO)cc3)C2)cc1
  A: .	B: 5%	C: -8%	D: -8%[10 µM]	E: 9%	F: 11%	G: 11%	H: -12%

> O=C(c1ccncc1)N1N=C(C2CC2)CC1(O)C(F)(F)F (stereo not drawn)
  A: .	B: 5%	C: -3%	D: 23%[10 µM]	E: -7%	F: -2%	G: 5%	H: -1%

> COc1cccc(CN2CCN(Cc3nc(-c4cccc(F)c4F)oc3C)CC2=O)c1
  A: 11%	B: -6%	C: 4%	D: -8%[10 µM]	E: 18%	F: 9%	G: -1%	H: -1%

> Cc1ccc(C)c(OCCCNC2CCCC2)c1C
  A: 2%	B: -6%	C: -8%	D: .	E: 18%	F: -3%	G: 6%	H: -2%

> CC1CCCN(C(=O)COc2ccc(-c3ccccc3)cc2)C1 (stereo not drawn)
  A: 2%	B: -2%	C: 1%	D: -44%[inhibitor]	E: -2%	F: -9%	G: -2%	H: -16%

> COc1cc(NC(=O)CN(C)S(=O)(=O)c2ccc3nc(C)sc3c2)cc(OC)c1
  A: 3%	B: -1%	C: 5%	D: -45%[inhibitor]	E: 1%	F: -11%	G: 1%	H: -9%

> COc1cc2c(cc1OC)C(c1ccc(-c3ccccc3Cl)o1)=NCC2
  A: -6%	B: 3%	C: 7%	D: -40%[inhibitor]	E: 0%	F: -17%	G: 4%	H: ?

> CO/N=C/c1ccc(N2CCN(C(=O)c3cccc(C(F)(F)F)c3)CC2)c([N+](=O)[O-])c1
  A: ?	B: -4%	C: ?	D: 12%[10 µM]	E: -10%	F: -22%	G: -3%	H: ?

> Cc1cc(C)n(-c2ccc(C(=O)OCc3ccccc3)cc2)n1
  A: -3%	B: -1%	C: 4%	D: -7%[10 µM]	E: -2%	F: -12%	G: 3%	H: ?

> Cc1ccc(C)c(NC(=O)C2CCN(c3ncnc4c3nc3n4CCCCC3)CC2)c1
  A: .	B: .	C: -4%	D: .	E: -10%[76.3 µM]	F: -5%	G: .	H: -16%

> O=C(C1=C[C@@H](C2CC2)C[C@@H](OCCCCO)O1)N1CCN(Cc2ccc3c(c2)OCO3)CC1
  A: .	B: -4%	C: 2%	D: -8%[10 µM]	E: 6%	F: -1%	G: 0%	H: -2%

> O=C(NCCc1ccccc1)c1ccc(=O)[nH]c1
  A: -9%	B: -7%	C: -1%	D: 10%	E: 14%	F: 5%	G: -1%	H: 15%

> COc1ccc(Br)c2c1-c1nc(NC(=O)c3cccc(C)c3)sc1C2
  A: .	B: .	C: 1%	D: .	E: 5%[76.3 µM]	F: -23%	G: .	H: ?

> Cc1ccc(Cl)cc1N1CCN(C(=O)c2cc3c(=O)n(C)c4ccccc4c3n2C)CC1
  A: 1%	B: 0%	C: 5%	D: 0%	E: -2%	F: 2%	G: 0%	H: -12%

> CC(C(=O)NC1CCCC1)N1CCN(Cc2ccccc2)CC1 (stereo not drawn)
  A: -10%	B: .	C: 1%	D: -21%	E: 4%	F: -3%	G: -5%	H: -2%

Whole records, quoted from the list. Screens in order: GAA inh, aGlu spleen mod, Tau FP inhib, HTT ATP protect, GAA glycogen, Tau fluor cs, GLA spleen mod, Tau ThT inhib
O=C(c1ccncc1)N1N=C(C2CC2)CC1(O)C(F)(F)F (stereo not drawn) is listed with ., 5%, -3%, 23%[10 µM], -7%, -2%, 5%, -1%
C=CCNC(=S)NNC(=O)c1cccnc1 is listed with ., 0%, -2%, 32%[10 µM], ?, -4%, 2%, -8%
COc1cccc(CN2CCN(Cc3nc(-c4cccc(F)c4F)oc3C)CC2=O)c1 is listed with 11%, -6%, 4%, -8%[10 µM], 18%, 9%, -1%, -1%

(next part)
Field names – A = GAA inh; B = aGlu spleen mod; C = Tau FP inhib; D = HTT ATP protect; E = GAA glycogen; F = Tau fluor cs; G = GLA spleen mod; H = Tau ThT inhib
> CC(=O)c1ccc(NC(=O)CN2C(=O)COc3ccc(Cl)cc32)cc1
  A: -14%[15.4 µM]	B: -13%	C: ?	D: 5%	E: -7%	F: -21%	G: 0%	H: ?

> CCSc1nnc(NC(=O)C(Cc2ccccc2)n2cccc2)s1 (stereo not drawn)
  A: -2%	B: -15%	C: 1%	D: -27%	E: -20%	F: -16%	G: 1%	H: -5%

> Cc1ccc(-c2nnn(CC(=O)N(Cc3ccccc3)C(C(=O)NC3CCCC3)c3ccncc3)n2)o1 (stereo not drawn)
  A: -11%	B: -2%	C: 0%	D: -27%	E: -11%	F: -7%	G: -3%	H: -14%

> COc1cc(C(=O)NCCC(=O)NCCN2CCOCC2)cc(OC)c1OC
  A: -3%	B: 1%	C: 1%	D: -11%	E: 1%	F: 1%	G: 4%	H: 1%

> Cc1ccc(C)c(NC(=S)NC(NC(=O)Cc2ccccc2)C(Cl)(Cl)Cl)c1 (stereo not drawn)
  A: 1%	B: -6%	C: ?	D: 18%	E: 2%	F: -15%	G: -9%	H: -11%

> Cc1nc(Nc2ccc(Cl)cc2)c2nnn(Cc3ccccc3)c2n1
  A: 8%	B: 0%	C: -4%	D: 21%[10 µM]	E: 13%	F: -11%	G: -5%	H: 4%

> Cc1ccnc(NS(=O)(=O)c2ccc(NC(=O)c3nc(SC(C)C)ncc3Cl)cc2)n1
  A: .	B: .	C: 6%	D: .	E: -15%[76.3 µM]	F: -4%	G: .	H: -3%

> O=C(C1CCN(S(=O)(=O)c2cnc[nH]2)CC1)N(CCc1ccccc1)Cc1ccccc1
  A: -6%	B: -2%	C: -3%	D: -13%	E: 1%	F: -16%	G: -5%	H: -7%

> CCn1ncc(NC(=S)NCCc2ccccc2)c1C(N)=O
  A: 9%	B: -7%	C: -4%	D: ?	E: -13%	F: 1%	G: -14%	H: 6%

> CCSc1n[nH]c(=O)[nH]c1=O
  A: -1%	B: -4%	C: -2%	D: -18%	E: 5%	F: 1%	G: 14%	H: 3%

> COc1ccc(SCCN2CCN(CC(C)C)CCC2=O)cc1
  A: .	B: -4%&-3%	C: -1%	D: 6%[10 µM]	E: 10%	F: 17%	G: 8%&3%	H: 10%

> CCC(=O)Nc1ccc(NC(=S)NC(=O)c2cc3ccccc3o2)cc1
  A: 1%	B: 2%	C: -8%	D: .	E: -6%	F: -8%	G: 2%	H: ?

> CN1C(CC(=O)c2ccccc2)CCCC1CC(O)c1ccccc1 (stereo not drawn)
  A: 2%	B: -3%&3%	C: -4%&5%	D: -59%&14%[inhibitor]	E: 4%	F: -1%&1%	G: 2%&5%	H: 1%&-8%

> CC(=O)NC(CCCCNC(=S)NC1CCCCC1)C(=O)O (stereo not drawn)
  A: 12%	B: 1%	C: -2%	D: .	E: -7%	F: -8%	G: 4%	H: -8%

> COc1cc(/C=N/NC(=O)c2cccc([N+](=O)[O-])c2)cc(OC)c1O
  A: -4%	B: -3%	C: 4%	D: -33%[inhibitor]	E: -12%	F: -19%	G: -2%	H: ?

> C=CCn1c(=NC(=O)c2cc(Cl)sc2Cl)sc2cc(S(N)(=O)=O)ccc21
  A: -4%	B: -8%	C: -5%	D: 22%[10 µM]	E: -6%	F: -19%	G: -8%	H: -2%

> Cc1noc(C)c1COC(=O)CCc1nc2ccccc2c(=O)[nH]1
  A: -3%	B: -2%	C: 3%	D: -3%	E: 10%	F: 8%	G: 4%	H: 10%

> N#C/C(=C\c1ccccn1)c1nc2ccccc2s1
  A: 14%	B: 8%	C: ?	D: 9%[10 µM]	E: -13%	F: 14µM*[quencher]	G: 6%	H: 8.9µM*
